# Epigenetic derep: regulators of epigenetic silencing causing reporter derepression in mouse cells | hit rate 0.2% among 280,000 | Potency, µM (titrated, usually from 53.9 µM), without a hit: top-dose GFP activation, most hits filed as activators | murine LDR cells, GFP reporter derepression, 30 h | AID 1865; further: potency means the concentration at half of the fitted maximal effect; % of control where 0% means no effect; nearly all actives have a fitted effect of over 60% in size
#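 Derepression of a silenced CMV-GFP reporter in murine LDR cells is scored by enumerating GFP-positive cells with a laser-scanning microplate cytometer after 30 hours of treatment at 37 C.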
# TR SRC2 fluor cs: Texas Red fluorescence interference in TRb-SRC2 counter-screen; TRb/SRC2 Texas Red total fluorescence interference; hit rate 0.29% among 280,000; Potency, µM (highest dose often 106 µM), for the others: at the top dose fluorescence change, negative = quenching; AID 1479; active means well fitted curve in either direction with a large enough effect; inconclusive means small, poorly fitted or top-dose-only effect; further: potency means the concentration at half of the fitted maximal effect; on the % scale 0 is the no-effect control and ±100 the full control effect
#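 Human TRb ligand-binding domain at 0.6 uM with 20 nM Texas Red SRC2 peptide in Tris buffer containing 1 uM T3 and 5% DMSO, incubated with compound 5 h at ambient temperature. Total fluorescence (555/632 nm) calculated as parallel + 2 × perpendicular.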
# Tau fluor cs: counter-screen for tau fibril formation inhibitors; Potency, µM (titrated, usually from 57.7 µM), for inactives: at the top dose activity change, negative = decrease; hit rate 0.93% among 280,000; tau K18 P301L Alexa594 fluorescence, heparin fibrillization; further: potency means the concentration at half of the fitted maximal effect; on the % scale 0 is the no-effect control and ±100 the full control effect; nearly all actives have a fitted effect of over 55% in size
#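 Human tau K18 P301L (15 uM unlabeled, 0.24 uM Alexa 594-labeled) in 100 mM sodium acetate pH 7 with 20 uM heparin, 6 hr at 37 C. ThT 30 uM added, 1 hr ambient; Alexa 594 FP and total fluorescence read at 555/632 nm.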
# Tau fibril FP: blocks human tau fibril formation measured by polarization; K18 P301L tau heparin fibrillization, Alexa594 FP, 6 h; Potency, µM (doses to about 57.7 µM), inactives show top-dose activity, negative = inhibition, hits mostly inhibitors; hit rate 0.39% among 280,000; AID 1468; further: potency means the concentration at half of the fitted maximal effect; on the % scale 0 is the no-effect control and ±100 the full control effect; nearly all actives have a fitted effect of over 55% in size
# Target sequence (P10636 561-689 P618L limits assumed): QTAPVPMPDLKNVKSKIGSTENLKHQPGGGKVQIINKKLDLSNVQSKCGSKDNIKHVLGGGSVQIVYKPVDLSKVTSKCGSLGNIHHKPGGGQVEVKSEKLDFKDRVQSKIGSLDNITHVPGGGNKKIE
#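 Human K18 P301L fragment (15 uM unlabeled plus 0.24 uM Alexa 594-labeled) in 100 mM sodium acetate pH 7 with compound, aggregation induced by 20 uM heparin for 6 hr at 37 C. ThT (30 uM) added for 1 hr, then Alexa 594 FP read.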
# CBFb RUNX1 block: CBF-beta/RUNX1 interaction disruption; Q01196+Q13951; AlphaScreen CBFb-His/RUNX1-biotin binding, biochemical; Potency, µM (top dose mostly 59.8 µM), inactives show top-dose activity, negative = inhibition, actives largely listed as inhibitors; 230,000 tested, under 10 active; further: % of control where 0% means no effect
#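 CBF-beta (His) and RUNX1 (biotin), 30 nM each; 20 min preassociation; + compound, 15 min; + beads 50 ng each (Ni, streptavidin), 90 min; RT; AlphaScreen read.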
# NPSR antag: blocks cAMP signaling of the human neuropeptide S receptor; CHO-NPSR cells, cAMP TR-FRET, antagonist mode; Potency, µM (doses to about 38.3 µM), without a hit: at the highest dose activity change, negative = inhibition, usual class: inhibitors; hit rate 1% among 220,000; further: potency means the concentration at half of the fitted maximal effect; on the % scale 0 is the no-effect control and ±100 the full control effect; nearly all actives have a fitted effect of over 50% in size; many of its hits are not listed in these tables
# Target sequence (Q6W5P4 whole entry, looked up): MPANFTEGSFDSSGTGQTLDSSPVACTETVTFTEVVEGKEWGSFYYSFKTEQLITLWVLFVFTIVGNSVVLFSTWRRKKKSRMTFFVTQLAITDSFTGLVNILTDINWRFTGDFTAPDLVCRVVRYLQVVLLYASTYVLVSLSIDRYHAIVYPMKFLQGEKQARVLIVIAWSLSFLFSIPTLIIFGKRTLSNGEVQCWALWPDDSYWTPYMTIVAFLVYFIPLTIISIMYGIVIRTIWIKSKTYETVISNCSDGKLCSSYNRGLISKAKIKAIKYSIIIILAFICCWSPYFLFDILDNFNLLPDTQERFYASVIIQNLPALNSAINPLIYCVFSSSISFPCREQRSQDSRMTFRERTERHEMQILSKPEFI
# TRb SRC2 PPI: inhibitors of human thyroid hormone receptor beta-SRC2 interaction. AID 1469. TRbeta-SRC2 peptide binding, fluorescence polarization; receptor liganded with 1 µM T3. P10828. hit rate 0.065% among 280,000. Potency, µM (titrated, usually from 106 µM), for inactives: at the highest dose activity change, negative = inhibition, hits mostly inhibitors;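 further: potency means the concentration at half of the fitted maximal effect; plate controls were bound peptide for no effect and peptide without receptor for full effect; nearly all actives have a fitted effect of over 50% in size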
#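 Read-out is fluorescence polarization (555 nm excitation, 632 nm emission) of a Texas Red SRC2 coactivator peptide; loss of signal reflects blocked binding to human TRb ligand-binding domain in the presence of 1 uM T3.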
# GLA spleen mod: inhibitors or activators of human alpha-galactosidase in spleen homogenate | human spleen homogenate, 4MU-alpha-Gal fluorescence, 40 min | Potency, µM (titrated, usually from 80 µM), inactives show top-dose activity change, negative = inhibition, most hits filed as inhibitors | hit rate 0.008% among 240,000 | AID 2107;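 further: potency means the concentration at half of the fitted maximal effect; 0% = enzyme with vehicle and -100% = no enzyme basal signal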
# Target sequence (P06280 32-429 limits assumed): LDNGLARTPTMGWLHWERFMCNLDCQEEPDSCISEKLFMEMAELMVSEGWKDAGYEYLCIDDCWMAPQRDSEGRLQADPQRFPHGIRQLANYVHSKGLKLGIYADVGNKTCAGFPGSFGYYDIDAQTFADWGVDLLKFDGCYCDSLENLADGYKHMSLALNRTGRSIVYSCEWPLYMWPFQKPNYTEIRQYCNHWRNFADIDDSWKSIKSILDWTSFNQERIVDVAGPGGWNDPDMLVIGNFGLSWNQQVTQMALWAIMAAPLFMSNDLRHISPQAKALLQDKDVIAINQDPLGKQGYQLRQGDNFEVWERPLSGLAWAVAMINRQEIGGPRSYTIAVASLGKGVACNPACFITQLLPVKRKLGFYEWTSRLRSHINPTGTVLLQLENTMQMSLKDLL
#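 qHTS titration in buffer at pH 5.0. Alpha-galactosidase activity in spleen homogenate was measured via 4-methylumbelliferone release from 1 mM fluorogenic substrate after 40 min at 37C and a pH 10 stop. AC50 came from Hill fits of control-normalized data.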
# An asterisk follows results filed as active; ? = inconclusive; nt = not tested or not shown; [ ] = another dose, or the depositor's remark. Unless noted, the call rests on the fitted dose curve; in most records, active means well fitted curve in the direction sought with a large enough effect; inconclusive means small, poorly fitted or top-dose-only effect, or another doubt; inactive means no such curve, though single readings can be large; an effect the other way counts as inactive or inconclusive. This is a subset; count on the stated rates, not on these rows.
SMILES,Epigenetic derep,TR SRC2 fluor cs,Tau fluor cs,Tau fibril FP,CBFb RUNX1 block,NPSR antag,TRb SRC2 PPI,GLA spleen mod
CC(C)N1CCN(Cc2ccc(C#CC(C)(C)O)s2)CC1CCO (stereo not given),-0.6%,-1.7%,4.5%,0.3%,-2.3%,-13.5%,-7.7%,-5.6%
CNc1ncnc2sc(-c3ccccc3)cc12,-0.4%,-11.1%,-26.9%,-0.2%,-2.5%,-9.0%,-0.1%,-12.8%
COc1cccc(NC(=O)Cn2c(=O)n(CC(=O)NCc3ccc(C)cc3)c(=O)c3sccc32)c1,0.0%,-11.8%,-0.3%,-6.7%,nt,nt,-1.4%,nt
Oc1ccc(Nc2ccnc3cc(Cl)ccc23)cc1,2.7%,-2.1%,-24.3%,-5.5%,5.5%,-0.1%[7.67 µM],4.9%,5.7%
Cc1cccc(C)c1NC(=S)N1CCCN(C)CC1,-0.1%,-1.8%,-5.1%,-15.6%,-7.9%,7.2%,5.5%,-7.3%
Cc1ccc(N(CC(=O)NCCSCc2ccco2)S(C)(=O)=O)cc1,2.0%,-3.9%,-10.5%,-2.0%,-8.5%,-9.2%[46.1 µM],-0.7%,9.4%
Cc1ccccc1C(=O)N1CCN(c2nc(N3CCOCC3)nc(N3CCOCC3)n2)CC1,-1.1%,0.2%,0.7%,-2.2%,1.8%,-4.2%[46.1 µM],-10.9%,7.8%
CCOc1ncccc1C(=O)N1CCN(S(=O)(=O)c2ccccc2)CC1,-2.9%,-1.0%,11.1%,-3.2%,3.0%,3.6%,-3.3%,-2.0%
C/C(CC(=O)N1CCN(C=O)CC1)=N\NC(=O)c1ccc([N+](=O)[O-])cc1,-0.1%,-3.7%,11.9%[2.34 µM],-13.1%,-3.7%,-6.2%,0.8%,-3.4%
O=C(Nc1ccc(N2CCN(C(=O)c3ccco3)CC2)cc1)c1cccnc1Cl,6.8%,-2.2%[53 µM],-13.1%,5.2%,-3.7%,4.5%,3.9%[53 µM],-8.2%
Cc1sc2nc(C3CC3)nc(SCC(=O)N3CC(=O)Nc4ccccc43)c2c1C,1.3%,-2.4%,-19.2%,-7.0%,-0.7%,-11.8%[46.1 µM],0.1%,-14.0%
Cc1oc(-c2ccccc2)cc1C(N)=O,-1.0%,1.7%,-5.9%,-1.4%,1.5%,24.4%,-0.5%,12.9%
COc1ccc(C2c3cc(OC)c(OC)cc3CC(=O)N2c2ccc(C)cc2)cc1 (stereo not given),1.9%,0.8%,-10.0%,-9.4%,nt,nt,-0.5%,nt
CC(=O)c1ccc(OCC(O)CN2CCC(C)CC2)cc1 (stereo not given),-1.5%,0.4%,-1.2%,-2.8%,1.7%,0.6%[46.1 µM],-2.8%,3.3%
CCOC(=O)C1CCN(C(c2ccccc2OC)c2c(O)cc(C)n(CCOC)c2=O)CC1 (stereo not given),-0.3%,0.5%,-6.3%,?,nt,nt,-0.1%,nt
CC(C)Oc1c(Cl)cc(CNC(C)(C)CO)cc1Cl,0.0%,-1.1%,3.3%,12.7%,0.1%,-7.0%[46.1 µM],-10.8%,14.9%
O=C(/C=C/Nc1ccc(Oc2ccccc2)cc1)c1ccco1,3.5%,-6.9%,?,7.2%,5.1%,29.8%,-4.1%,0.6%
O=C(CSc1nccc(=O)[nH]1)N1CCN(c2ccccc2)CC1,-1.3%,0.7%,-0.6%,-2.4%,-5.2%,-8.2%,1.2%,-9.2%
CCC(=O)Nc1ccccc1C(=O)C(=O)Nc1ccccc1,1.5%,-5.1%,2.4%,2.0%,3.1%,18.3%,-4.7%,18.4%
Cc1ccc(CNC(=O)COC(=O)Cc2ccc(-c3ccccc3)cc2)cc1,2.0%,0.5%,2.9%,0.0%,1.8%,-2.6%,0.3%,6.4%
Cc1cc(=O)n2[nH]nnc2n1,1.1%,-1.8%,12.0%,10.6%,0.5%,-17.5%,1.0%,4.3%
CCn1c(NCc2cccs2)nc2ccccc21,-1.1%,1.8%,2.2%,6.0%,4.7%,-5.7%[46.1 µM],-10.6%,11.6%
CNc1ncncc1-c1ccc(C(=O)N(C)C)cc1,-0.9%,1.4%,-10.6%,-1.9%,nt,nt,5.1%,1.6%
COc1cc2c(C)c3c4c(cc(OC)c(OC)c4c2cc1OC)CCN3C,-0.8%,-0.7%,10µM*[quencher],?,-5.1%[21.7 µM],nt,-7.3%,12.2%
COc1cc(CN2CCNC(=O)C2CC(=O)N(C)Cc2cccnc2)cc(OC)c1 (stereo not given),1.1%,0.5%,1.6%,-0.3%,-3.2%,-8.9%,-2.1%,6.7%
Cc1ccccc1NC(=O)Cn1c(=O)n(CC2CCC(C(=O)NCCc3ccccc3)CC2)c(=O)c2ccccc21 (stereo not given),10.3%,1.3%,-20.3%,-10.2%,nt,nt,0.1%,nt
COc1ccc(Br)cc1/C=N/Nc1cccc(C(=O)O)c1,0.0%,-6.4%,-24.9%,0.5%,-5.6%,8.7%,6.8%,1.9%
CCc1ccc(NC(=O)CSc2nc3n[nH]c(C)c3c(=N)n2-c2cccc(OC)c2)cc1,-1.0%,0.7%,?,?,-2.3%,-13.7%,-19.5%,8.6%
C=CCOc1c(CCC)cc(CCC)cc1C(N)=O,0.1%,-3.2%,-7.8%,6.6%,12.5%,28.3%,-1.9%,-21.6%
O=C(CCNS(=O)(=O)c1cccc2nonc12)NC1CCCCCC1,1.0%,0.7%,-7.5%,-2.7%,5.6%,2.6%,2.3%,-1.0%
c1ccc(-c2c[nH]c3[n+]2CCCCC3)cc1,-0.3%,-5.6%,-8.4%,0.4%,-2.0%,-2.9%[46.1 µM],9.4%,-4.0%
O=C(C1CCN(c2nnc(-n3cccc3)s2)CC1)N1CCN(Cc2ccc3c(c2)OCO3)CC1,2.9%,-0.3%,-7.0%,2.7%,-2.2%,-1.5%,5.3%,-2.7%
COc1ccc(NC(=O)CCC(=O)N(Cc2ccc(OC)c(OC)c2)c2nccs2)cc1,1.1%,-16.1%,-10.6%,2.3%,-1.4%,8.0%,4.1%,-2.5%
NNC(=O)CN(CCc1ccccc1)S(=O)(=O)c1ccc(Cl)cc1,-1.3%,-1.8%,-4.5%,5.5%,0.4%,-0.8%,-2.3%,3.5%
CCSc1nnc(NC(=O)CSc2nccn2-c2cccc(C)c2)s1,-2.0%,-0.6%,-9.7%,1.8%,-18.5%,-10.1%[46.1 µM],-0.2%,3.2%
CCCCN1CCc2nc(N3CCN(C)CC3)ncc2C1,4.5%,-0.4%,2.3%,-0.1%,nt,nt,-4.2%,nt
COC(=O)C1=C(C(=O)OC)[C@@H]2N(Cc3ccccc3)c3ccccc3[C@@]23C[C@@H](C(=O)OC)N=C3N1,3.8%,-1.4%[11.2 µM],-16.5%[11.6 µM],0.6%[11.6 µM],-0.9%[13.1 µM],4.3%,9.0%[11.2 µM],4.4%[17.5 µM]
CCn1c(-c2ccc(C(C)(C)C)cc2)n[nH]c1=S,1.5%,-8.1%,-15.2%,2.2%,0.6%,1.3%[46.1 µM],-9.4%,-0.6%
Cc1cc(C)cc(NC(=O)Cn2ncn3c(cc4ccccc43)c2=O)c1,6.8%,-0.7%,-18.7%,-5.2%,-0.3%,-20.5%[46.1 µM],-4.9%,6.8%
COc1ccc2nc(C)cc(Nc3ccc(N4CCOCC4)cc3)c2c1,-1.0%,-4.4%,?,4.2%,-5.5%,-21.0%[46.1 µM],-1.2%,-0.7%
CCNC(=O)Cn1cc(C#N)c2ccccc21,1.2%,-5.4%,2.0%,4.8%,11.5%,-4.0%[46.1 µM],2.4%,-0.7%
Cc1ccc(NC(=O)COC(=O)C2CC2C)c(S(=O)(=O)N2CCCCC2)c1 (stereo not given),-0.9%,-2.1%,-15.4%,1.4%,7.7%,6.8%[46.1 µM],-1.7%,13.5%
c1cncc(-c2nc(NCc3ccco3)c3ccccc3n2)c1,-0.2%,0.7%,-26.7%,-2.4%,-1.4%,-13.4%[46.1 µM],-0.5%,3.8%
O=C(CSc1nc2ccccc2o1)Nc1cc(C(F)(F)F)ccc1N1CCOCC1,-0.1%,1.1%,-28.6%,1.0%,6.7%,-15.9%[46.1 µM],1.3%,3.3%
CCNC(=S)SCCOc1ccc(C)cc1,0.0%,2.2%,-11.7%,-2.9%,17.5%,11.8%,3.4%,1.9%
Cn1c(N)c(N2CCN(c3ccccc3)CC2)c(=O)[nH]c1=O,-0.2%,-1.2%,2.1%,-2.8%,12.5%,7.6%,-1.9%,-2.9%
Cc1ccccc1CNC(=O)c1ccc(CN2CC(=O)N3CCCCC3C2=O)cc1 (stereo not given),-1.1%,?,1.1%,0.4%,nt,nt,-2.5%,nt
CCOC(=O)N/N=C1\CCS(=O)(=O)c2ccc(Cl)cc21,0.0%,0.3%,-3.6%,-6.4%,-6.2%,-6.1%,-0.8%,4.5%

# Pulled one by one from the list above (two):
SMILES,Epigenetic derep,TR SRC2 fluor cs,Tau fluor cs,Tau fibril FP,CBFb RUNX1 block,NPSR antag,TRb SRC2 PPI,GLA spleen mod
CCn1c(-c2ccc(C(C)(C)C)cc2)n[nH]c1=S,1.5%,-8.1%,-15.2%,2.2%,0.6%,1.3%[46.1 µM],-9.4%,-0.6%
COc1cc(CN2CCNC(=O)C2CC(=O)N(C)Cc2cccnc2)cc(OC)c1 (stereo not given),1.1%,0.5%,1.6%,-0.3%,-3.2%,-8.9%,-2.1%,6.7%

# Following part:
SMILES,Epigenetic derep,TR SRC2 fluor cs,Tau fluor cs,Tau fibril FP,CBFb RUNX1 block,NPSR antag,TRb SRC2 PPI,GLA spleen mod
CCOCCCn1c(=N)c(C(=O)NCc2cccnc2)cc2c(=O)n3cc(C)ccc3nc21,0.0%,-2.6%,-11.8%,0.7%,nt,nt,8.6%,nt
O=C(CCNc1cc(Cl)cc(Cl)c1)c1ccco1,-4.3%,-8.1%,-26.5%,9.3%,19.6%,?,3.9%,2.0%
COC(=O)c1c(NC(=O)c2ccc(C)c(S(=O)(=O)Nc3ccccc3C)c2)sc2c1CCCC2,1.3%,-2.9%,-6.6%,-3.2%,8.1%,-1.9%[46.1 µM],7.5%,-3.7%
C/C(CC(C)(C)C1CCCCC1)=N\NC(N)=S,18.3%,-3.7%,-10.9%,-2.5%,-0.6%,3.16µM*,-4.6%,0.9%

# Assay outcomes as filed in PubChem.
